Screening results: PubChem BioAssay, several laboratories
FXN GAA850 act: activators of GAA850 frataxin (FXN) promoter | HEK293 lucGAA850 FXN promoter luciferase reporter, 24 h; percent of 10 µM SAHA response | activation, % at 6 µM | 360,000 tested, 0.56% active | AID 540364;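 active = activation above the average of all compounds screened plus 3 SD, cutoff fixed separately per campaign, cut at about 7.5% in these data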;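 note: 0% = DMSO wells and 100% = 10 µM SAHA wells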
ssDAF-12 act: activators of S. stercoralis DAF-12 nuclear receptor; HEK293 ssDAF-12/GRIP1 lit1-tk-luc reporter, luminescence; % of 3 µM dafachronic acid response; activation, % at 6.8 µM; 370,000 tested, 1% active; AID 652126;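 active = activation above the mean over all tested compounds plus 3 SD, cut at about 0.9% in these data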;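 note: 0% = DMSO-only wells and 100% = 3 µM delta7-dafachronic acid wells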
DAX1 inh-1: NR0B1 (DAX1) inhibition; HEK293 Gal4-DAX1 luciferase reporter, luminescence; 340,000 tested, 0.99% active; P51843; inhibition, % at 6.75 µM; AID 504766;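 active = inhibition above the mean over all tested compounds plus 3 SD, cut at about 4.2% in these data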;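 note: 0% = DAX1-transfected cells with DMSO and 100% = empty-vector control cells with DMSO; inhibition shows as a rise in luminescence from relieved DAX1 repression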
Target sequence (P51843 207-470 limits assumed): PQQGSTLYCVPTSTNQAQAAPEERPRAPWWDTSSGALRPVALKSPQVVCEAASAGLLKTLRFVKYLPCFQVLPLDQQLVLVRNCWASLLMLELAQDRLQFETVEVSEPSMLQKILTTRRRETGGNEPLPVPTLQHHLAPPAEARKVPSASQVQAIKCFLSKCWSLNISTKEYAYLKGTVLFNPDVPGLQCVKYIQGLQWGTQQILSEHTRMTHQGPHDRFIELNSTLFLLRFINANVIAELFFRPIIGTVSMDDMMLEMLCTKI
PG9 Ab binder: binds the HIV-1 gp120 antibody PG9; TR-FRET gp120-PG9 antibody binding; inhibition, % at 6.7 µM; 360,000 tested, 0.43% active; in the data active = inhibition above about 8.5%
SMARCA2 activ: activators of SMARCA2 function | MG213 cells, MMTV-luciferase reporter, dexamethasone, overnight | activation, % at 9.1 µM | 370,000 tested, 1% active | AID 652017; in the data active = activation above about 7.8%;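 note: 0% = vehicle wells and 100% = reference activator wells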
Rev-erbA mod: modulators of human Rev-erb alpha DNA binding | 370,000 tested, 0.79% active | activity, % at 10 µM | P20393 | Rev-erbα–FITC-DNA binding, fluorescence polarization, 90 min;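 active = activity above about 14%, limit read from the data; passing the limit was not always enough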;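 note: 0% = DMSO wells with 35 nM protein and 100% = DMSO wells with 750 nM protein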
Target sequence (P20393 whole entry, looked up): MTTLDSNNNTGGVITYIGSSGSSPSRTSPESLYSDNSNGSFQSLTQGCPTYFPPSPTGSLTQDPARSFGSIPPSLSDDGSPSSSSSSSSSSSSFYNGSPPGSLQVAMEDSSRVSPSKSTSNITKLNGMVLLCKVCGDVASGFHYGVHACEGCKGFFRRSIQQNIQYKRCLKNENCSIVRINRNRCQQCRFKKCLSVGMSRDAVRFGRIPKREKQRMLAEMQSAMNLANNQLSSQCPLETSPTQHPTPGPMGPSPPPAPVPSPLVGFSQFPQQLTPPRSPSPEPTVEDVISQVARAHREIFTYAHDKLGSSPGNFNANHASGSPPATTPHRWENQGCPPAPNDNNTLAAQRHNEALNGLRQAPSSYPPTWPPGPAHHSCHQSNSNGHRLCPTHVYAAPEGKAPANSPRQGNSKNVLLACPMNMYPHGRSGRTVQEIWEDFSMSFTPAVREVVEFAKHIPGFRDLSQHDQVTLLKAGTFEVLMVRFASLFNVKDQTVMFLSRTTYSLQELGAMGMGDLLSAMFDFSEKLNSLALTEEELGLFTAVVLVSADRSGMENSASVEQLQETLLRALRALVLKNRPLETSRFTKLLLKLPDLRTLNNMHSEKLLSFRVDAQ
hcDAF-12 act: activators of H. contortus DAF-12 nuclear receptor | activation, % at 6.8 µM | AID 652067 | 370,000 tested, 1.4% active | HEK293 hcDAF-12 lit1-tk-luc reporter, luminescence; 0% DMSO, 100% Δ7-dafachronic acid;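 active = activation above the mean of all tested compounds plus 3 SD, cut at about 5.5% in these data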;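 note: 100% = response to 3 µM Δ7-dafachronic acid high control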
HGIII-sPLA2 inh: Inhibits HGIII-sPLA2 liposome hydrolysis, primary screen; Q9NZ20; QFRET BODIPY PC-A2 liposome hydrolysis, fluorescence; inhibition, % at 12.2 µM; 370,000 tested, 0.56% active; AID 743126;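 active = inhibition above mean plus 3 SD of compounds lying within the high and low control bounds, cut at about 19% in these data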;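 note: 0% = median of test compound wells and 100% = no enzyme DMSO wells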
DAX1 inh-2: blocks DAX1 repression of SF-1 activated StAR promoter. HEK293T StAR-luciferase reporter, SF-1/DAX-1 repression relief. inhibition, % at 6.8 µM. 370,000 tested, 1.1% active. AID 652010;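 active = inhibition above the mean over all tested compounds plus 3 SD, cut at about 3.6% in these data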;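 note: 0% = DAX-1 cells with DMSO and 100% = cells lacking DAX-1 with DMSO; higher inhibition means more luminescence from relief of DAX-1 repression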
hgDAF12 agonist: hgDAF-12 agonism, primary luciferase screen; HEK293 GAL4-hgDAF12 UAS-luciferase reporter, agonist luminescence; normalized to butyrate control; activation, % at 6.8 µM; 370,000 tested, 1.8% active;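 active = activation above a cutoff set at the mean of all screened compounds plus 3 SD, cut at about 10% in these data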;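 note: 0% = DMSO wells and 100% = sodium butyrate wells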
PLCb3 inh: PLC-beta3 (human) inhibition, primary screen; Q01970; Purified PLC-beta3, fluorogenic substrate, fluorescence; inhibition, % at 12.2 µM; 370,000 tested, 0.18% active; AID 720704; in the data active = inhibition above about 11%;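 note: 0% = median of compound wells on plate and 100% = full blocker control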
Active calls of the source: *; i = inactive; / = no result given. No enrichment for hits; overall some 7% were active at least once.

SMILES | FXN GAA850 act | ssDAF-12 act | DAX1 inh-1 | PG9 Ab binder | SMARCA2 activ | Rev-erbA mod | hcDAF-12 act | HGIII-sPLA2 inh | DAX1 inh-2 | hgDAF12 agonist | PLCb3 inh
CCOC(=O)c1ccc(-n2c(CN3CCC(C(N)=O)CC3)nc3ccc([N+](=O)[O-])cc3c2=O)cc1 | 1.9 | -1.5 | 4.0 | -0.5 | 5 | 0 | -0.2 | -6 | -0.8 | 1.5 | -10
O=C(Nc1ccccc1C(=O)Nc1ccccc1)c1ccco1 | 0.7 | -1.2 | -0.7 | -0.7 | 4 | 7 | -1.1 | -4 | 0.1 | -1.4 | -7
CCOC(=O)C1=NN(c2ccccc2C)C2=NC(C)=C(C(=O)OC)C(c3cccs3)N12 (configuration not stated) | -0.1 | -1.5 | 1.9 | -1.8 | -3 | 2 | -1.7 | -5 | -1.2 | 1.3 | 0
CCn1c(=O)cc(NC2=NCC(C)CN2c2cccc(Cl)c2)n(C)c1=O (configuration not stated) | -1.9 | -1.2 | 0.1 | 0.0 | -1 | 3 | -1.0 | 2 | -0.2 | 1.9 | 1
CC(C)OCCCNc1ncc2c(n1)CC(c1cccs1)CC2=O (configuration not stated) | 3.0 | -1.6 | 1.7 | 0.9 | 0 | 4 | -0.5 | 1 | -0.9 | -0.5 | -7
Cc1c(NC(=O)C2CCCCN2S(=O)(=O)c2ccc(Cl)cc2)c(=O)n(-c2ccccc2)n1C (configuration not stated) | 1.4 | -1.4 | 0.1 | -2.5 | -1 | -5 | 0.5 | 1 | 0.6 | 0.5 | 0
CS(=O)(=O)c1ccc(Cl)c(NC(=O)COC(=O)c2ccc(F)cc2Cl)c1 | 1.3 | -0.7 | 1.4 | -2.2 | -4 | 3 | 0.7 | -7 | -1.2 | 1.1 | 1
O=C(/C=C/c1ccccc1)NNC1=NS(=O)(=O)c2ccccc21 | -0.5 | -1.7 | 1.6 | -0.5 | -3 | 4 | 1.3 | -2 | 0.5 | -1.1 | -4
COc1ccc(NC(=O)c2onc(C)c2Cl)cc1 | 4.7 | 0.9* | 0.9 | -4.8 | 10* | 1 | 4.8 | 4 | 1.5 | 8.2 | -6
Cn1c(=O)c2c(SCC(=O)N3CCN(c4ccccc4)CC3)nc(C3CC3)nc2n(C)c1=O | -1.0 | -0.8 | -0.1 | -2.4 | 1 | -3 | -0.1 | 3 | 0.1 | -0.2 | 3
CN(C)S(=O)(=O)c1cccc(NC(=O)COC(=O)/C=C/c2ccc3c(c2)OCO3)c1 | 1.6 | -1.0 | 0.6 | 0.2 | -1 | -4 | -0.9 | -18 | 0.8 | -0.8 | -114
COc1ccc(C(C(=O)NCC2CCCO2)N(C(=O)Cn2nnc3ccccc32)c2ccccc2C(C)=O)cc1OC (configuration not stated) | -0.6 | -0.6 | 2.0 | 1.2 | -1 | -8 | 0.1 | 0 | 0.1 | -0.2 | -5
Cc1cccc(C)c1N1C(=O)c2cccc([N+](=O)[O-])c2C1=O | 0.6 | -1.5 | 0.6 | -2.7 | 6 | -1 | -1.8 | -4 | 0.4 | -1.4 | 2
C/C=C/c1ccccc1OCCCN1CCC(C(O)(c2ccccc2)c2ccccc2)CC1 | / | -1.2 | / | / | -7 | 7 | 0.4 | -24 | -0.2 | -0.9 | 4
CCC(C)(C)NC(=O)C(c1ccc(F)cc1)N(Cc1ccco1)C(=O)CCC(=O)Nc1ccccn1 (configuration not stated) | 0.7 | -1.8 | -1.5 | -1.5 | 0 | 3 | 0.2 | 2 | -0.4 | -3.3 | 4
O=C1OCCN1C(=O)[C@H]1[C@H](c2ccc(F)cc2)C(c2cccc(Cl)c2)=NN1c1ccccc1 | 0.9 | -0.8 | 1.0 | -1.8 | -6 | 1 | -0.4 | -13 | 0.6 | -1.2 | i
O=C(O)CSc1nc(-c2cccs2)cc(C(F)(F)F)n1 | 1.7 | -1.0 | / | -0.3 | 1 | -2 | -2.1 | -4 | -0.3 | -1.4 | 1
COCCNc1c(-c2cc3ccc(C)c(C)c3[nH]c2=O)nc2ccccn12 | 2.4 | -0.9 | -0.1 | -4.9 | 10* | 11 | 2.6 | 4 | 4.9* | 10 | -24
CC(=O)c1ccc(NC(=O)CN2c3cccc4cccc(c34)S2(=O)=O)cc1 | -0.9 | -1.1 | 6.0* | 0.4 | -4 | 7 | 1.8 | -12 | -3.0 | 3.6 | -247
O=C(CSc1nc2ccccc2o1)NCCOc1ccccc1 | 0.5 | -1.3 | -0.2 | -2.2 | -2 | 8 | -1.2 | -2 | -0.1 | -3.6 | -2
CCN1/C(=C2/SC(=S)N(NC(C)=O)C2=O)Sc2ccc(OC)cc21 | 1.8 | -1.4 | -0.2 | -7.9 | -1 | 7 | -1.9 | 1 | 0.1 | -0.6 | -14
CCN(/C=N/c1sc2c(c1C#N)CC(C)(C)NC2(C)C)CC | 0.1 | -1.1 | 0.2 | -1.4 | 1 | -4 | -0.7 | 2 | -0.2 | 0.4 | 7
CN(C)CCNc1ncnc2c1ncn2[C@H]1CN(Cc2ccc(Cl)cc2)C[C@@H](CO)O1 | 1.9 | -0.6 | / | 0.0 | -3 | -7 | 1.9 | -1 | 0.3 | 0.4 | 3
O=C(c1ccco1)N(Cc1ccc(Cl)cc1)Cc1ccco1 | 2.5 | -0.2 | -0.2 | -2.4 | 4 | 4 | 5.7* | -8 | -2.0 | 2.7 | -10
COc1cc(C(O)c2nc(-c3ccc(F)c(Cl)c3)cs2)ccc1F (configuration not stated) | 2.0 | -0.8 | / | 0.6 | -5 | 11 | -0.4 | -2 | 0.7 | -1.1 | 1

Another view of part of the listing above:
Below each SMILES: FXN GAA850 act, ssDAF-12 act, DAX1 inh-1, PG9 Ab binder, SMARCA2 activ, Rev-erbA mod, hcDAF-12 act, HGIII-sPLA2 inh, DAX1 inh-2, hgDAF12 agonist, PLCb3 inh
- CCn1c(=O)cc(NC2=NCC(C)CN2c2cccc(Cl)c2)n(C)c1=O (configuration not stated)
→ -1.9, -1.2, 0.1, 0.0, -1, 3, -1.0, 2, -0.2, 1.9, 1
- CC(C)OCCCNc1ncc2c(n1)CC(c1cccs1)CC2=O (configuration not stated)
→ 3.0, -1.6, 1.7, 0.9, 0, 4, -0.5, 1, -0.9, -0.5, -7
- Cc1c(NC(=O)C2CCCCN2S(=O)(=O)c2ccc(Cl)cc2)c(=O)n(-c2ccccc2)n1C (configuration not stated)
→ 1.4, -1.4, 0.1, -2.5, -1, -5, 0.5, 1, 0.6, 0.5, 0
- CS(=O)(=O)c1ccc(Cl)c(NC(=O)COC(=O)c2ccc(F)cc2Cl)c1
→ 1.3, -0.7, 1.4, -2.2, -4, 3, 0.7, -7, -1.2, 1.1, 1
- O=C(/C=C/c1ccccc1)NNC1=NS(=O)(=O)c2ccccc21
→ -0.5, -1.7, 1.6, -0.5, -3, 4, 1.3, -2, 0.5, -1.1, -4
- COc1ccc(NC(=O)c2onc(C)c2Cl)cc1
→ 4.7, 0.9*, 0.9, -4.8, 10*, 1, 4.8, 4, 1.5, 8.2, -6
- Cn1c(=O)c2c(SCC(=O)N3CCN(c4ccccc4)CC3)nc(C3CC3)nc2n(C)c1=O
→ -1.0, -0.8, -0.1, -2.4, 1, -3, -0.1, 3, 0.1, -0.2, 3

(continued)
SMILES | FXN GAA850 act | ssDAF-12 act | DAX1 inh-1 | PG9 Ab binder | SMARCA2 activ | Rev-erbA mod | hcDAF-12 act | HGIII-sPLA2 inh | DAX1 inh-2 | hgDAF12 agonist | PLCb3 inh
CN=C1SC(CC(=O)Nc2ccc(F)cc2F)C(=O)N1/N=C(\C)c1cccc(OCC(=O)O)c1 (configuration not stated) | -0.1 | -2.1 | -1.9 | 1.6 | 2 | -1 | 0.3 | -13 | -0.3 | -1.8 | -19
Cc1cc(C)n2c(SCC(=O)N(C)C3CCCCC3)nnc2n1 | 0.3 | -1.1 | 0.6 | 0.1 | 0 | / | -1.1 | 5 | -0.3 | -1.0 | -58
S=c1nc2ccccc2c2nc(-c3cccnc3)[nH]n12 | 2.2 | -1.2 | -1.5 | -0.1 | -3 | 0 | 0.2 | 7 | -0.2 | 5.9 | -4
COC(=O)c1sccc1S(=O)(=O)NCc1ccc(S(N)(=O)=O)cc1 | 0.8 | -1.3 | 0.0 | -1.1 | -2 | -6 | 0.5 | 9 | 0.4 | -1.4 | -8
CC1C(=O)N(Cc2cn(Cc3ccco3)nn2)CCS(=O)(=O)N1Cc1ccc(-c2ccccc2C(F)(F)F)cc1 (configuration not stated) | / | -1.1 | / | -2.0 | -9 | 1 | -1.4 | -34 | 1.0 | -2.5 | -39
CCN(CCNS(=O)(=O)c1ccc2[nH]c(=O)sc2c1)c1ccccc1 | -1.8 | -0.9 | 0.0 | 0.2 | -5 | 0 | 0.3 | -39 | -0.9 | 1.1 | 2
Cc1ccc(S(=O)(=O)CCc2nnc(N)s2)cc1 | 1.4 | -0.4 | 0.5 | 0.7 | -2 | -2 | -1.2 | 3 | 0.7 | -1.3 | -2
Cc1ccc(N=C2NC(=O)/C(=C/C=C/c3ccco3)S2)cc1C | 5.2 | -1.1 | -0.5 | -3.6 | 1 | -19 | 1.2 | 1 | 0.2 | -0.8 | -27
N#Cc1ccc(S(=O)(=O)N2CCCN(c3ccc(C(F)(F)F)cn3)CC2)cc1 | 0.6 | -1.0 | / | 1.2 | -1 | -2 | -1.0 | -2 | 0.1 | 0.6 | -3
Cc1nc(Nc2nc3ccccc3o2)nc(C)c1C | 4.1 | 0.2 | 3.6 | 0.5 | 5 | -1 | 6.0* | -2 | 4.6* | 15* | -2
CC1C(=O)Nc2ccccc2N1C(=O)c1c(F)cccc1F (configuration not stated) | 0.4 | -0.3 | 0.1 | 0.0 | 1 | -1 | 0.0 | 0 | 0.9 | -1.1 | -2
CCOc1cc(CNC(CC)CO)ccc1OCC(=O)Nc1cccc(C(F)(F)F)c1 (configuration not stated) | -3.2 | -1.9 | 1.3 | 0.3 | -3 | 2 | -0.3 | -1 | -0.7 | -1.5 | -6
CCOc1ccccc1Nc1nc(-c2sc(NC(=O)c3cccc(Cl)c3)nc2C)cs1 | 0.1 | 0.8 | 0.6 | -2.4 | 5 | -1 | 2.4 | 2 | 1.0 | 4.2 | -11
O=C(O)c1ccc(S(=O)(=O)N2CCCc3ccccc32)cc1 | 0.9 | 0.3 | -0.4 | 0.6 | -3 | -2 | 2.2 | 2 | 0.2 | -0.7 | 0
Cc1ccccc1OCC(=O)NCCN1CCCC1 | 0.5 | -0.6 | 0.0 | -0.6 | 4 | -3 | -1.9 | 4 | 0.1 | 1.4 | 1
COc1ccc(Cl)c(-c2cc(C(=O)Nc3ccc(F)cc3)[nH]n2)c1 | 3.7 | -0.6 | / | 0.4 | 3 | -8 | 0.6 | 4 | 3.2 | 12* | 5

Laid out differently: results already given.
smiles	FXN GAA850 act	ssDAF-12 act	DAX1 inh-1	PG9 Ab binder	SMARCA2 activ	Rev-erbA mod	hcDAF-12 act	HGIII-sPLA2 inh	DAX1 inh-2	hgDAF12 agonist	PLCb3 inh
CCOc1cc(CNC(CC)CO)ccc1OCC(=O)Nc1cccc(C(F)(F)F)c1 (configuration not stated)	-3.2	-1.9	1.3	0.3	-3	2	-0.3	-1	-0.7	-1.5	-6
CCOc1ccccc1Nc1nc(-c2sc(NC(=O)c3cccc(Cl)c3)nc2C)cs1	0.1	0.8	0.6	-2.4	5	-1	2.4	2	1.0	4.2	-11
